# Screening data as filed in PubChem.
# MgcRacGAP inhibition = MgcRacGAP GTPase-activating activity inhibitors, confirmation, biochemical, ADP Hunter fluorescence; MgcRacGAP-stimulated Rac1 GTP hydrolysis, ADP Hunter fluorescence; higher % means a stronger effect; GST-tagged Rac1 F28L mutant substrate; inhibition, % at 30 µM, or IC50 in µM where a hit was titrated; 340,000 compounds, 0.6% hits; AID 624330, 2012;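 active = first-screen hits whose inhibition reached a set limit at any dose in the follow-up dose series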;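 also: fluorescence reports GDP produced by GAP-driven GTP hydrolysis; strong numbers were not always called active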
# GPR35 arrestin U2OS = GPR35 antagonists blocking zaprinast-driven arrestin recruitment, primary screen, imaging, U2OS, beta-arrestin-GFP, zaprinast agonist (AID 2058). G-protein coupled receptor 35 (Homo sapiens). U2OS GPR35 beta-arrestin-GFP translocation imaging, zaprinast antagonism; higher % means a stronger effect. inhibition, % at 10 µM; hits with a dose series show IC50 in µM. 290,000 compounds, 0.052% hits;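 active = inhibition of at least 50% with at least 30 cells and total cytoplasm GFP at most 10,000,000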
# GPR55 antagonists = GPR55 antagonists blocking LPI-driven arrestin recruitment, primary screen, imaging, U2OS, beta-arrestin-GFP, LPI agonist (AID 2013) | inhibition, % at 10 µM; hits with a dose series show IC50 in µM | 290,000 compounds, 0.13% hits | G-protein coupled receptor 55 (Homo sapiens) | U2OS GPR55 beta-arrestin-GFP translocation imaging, LPI antagonism; higher % means a stronger effect;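 active = spots per cell inhibited over 60%, with over 100 cells counted and total cytoplasm intensity under 500,000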;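 also: U2OS cells stably carrying GPR55 and arrestin-GFP stimulated by 5 µM LPI near EC80; imaged beta-arrestin-GFP aggregate spots per cell after agonist stimulation; plate controls were LPI-stimulated DMSO wells for no effect and DMSO wells without LPI for full effect; some results filed as inactive read as strong as hits; confirmed hits need IC50 under 10 µM and bright autofluorescent wells are also inconclusive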
# NOD1 NF-kB reporter = NOD1 signaling inhibitors, primary screen, cell-based, luminescence, uHTS (AID 1578). NOD1-driven NF-kB luciferase reporter cells, luminescence; higher % means a stronger effect. inhibition, % at 4 µM; hits with a dose series show EC50 in µM. 290,000 compounds, 1% hits; in the data active = inhibition mostly above about 36%, no sharp cut-off; inactive = mostly below about 34%;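 also: HEK-293T reporter cells stimulated with the NOD1 agonist gamma-tri-DAP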
# KOR beta-arrestin-1 = KOR antagonists, beta-arrestin recruitment, cell-based, luminescence, uHTS (AID 1778); KOR beta-arrestin recruitment, luminescence, antagonist mode; higher % means a stronger effect; inhibition, % at 10 µM, or IC50 in µM where a hit was titrated; 290,000 compounds, 0.091% hits; in the data active = inhibition above about 50%; also: strong numbers were not always called active
# KOR beta-arrestin-2 = KOR agonists, beta-arrestin recruitment, primary screen, cell-based, luminescence, uHTS (AID 1777) | KOR beta-arrestin recruitment, luminescence; higher % means a stronger effect | 280,000 compounds, 0.02% hits | Kappa-type opioid receptor (Homo sapiens) | one-dose activation, % at 10 µM; EC50 in µM for titrated hits; in the data active = activation above about 50%, passing the limit was not always enough; also: a part of the inactive calls stands beside numbers as strong as those of hits
# UTI89 phage lysis = inhibition of K1F phage lysis, E. coli UTI89, bacterial capsule biogenesis inhibitors, alamar blue (AID 488966). inhibition, % at 100 µM; hits with a dose series show IC50 in µM. 340,000 compounds, 0.02% hits. E. coli UTI89 K1F phage lysis, alamar blue, 2 h; higher % means a stronger effect;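 active = phage lysis inhibition, versus mean bacterial control, above a set limit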;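 also: capsule biogenesis inhibitors block K1F phage lysis so surviving cells raise fluorescence; higher fluorescence means more inhibition of phage lysis; actives were called in the ten point dose series up to 300 µM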
# NTR1 agonist = agonists of NTR1, primary screen, imaging, U2OS cells, beta-arrestin-GFP, high content (AID 493036) | activation, % at 20 µM | 330,000 compounds, 0.17% hits | Neurotensin receptor type 1 (Homo sapiens), P30989 | NTR1-U2OS beta-arrestin-GFP spot imaging, agonist mode;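 active = activation at or above 40% of the spot to cytoplasm intensity ratio, with at least 20 cells analyzed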;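 also: 0% = DMSO without peptide and 100% = 100 nM NTR1 peptide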
# Target sequence (P30989 whole entry, looked up): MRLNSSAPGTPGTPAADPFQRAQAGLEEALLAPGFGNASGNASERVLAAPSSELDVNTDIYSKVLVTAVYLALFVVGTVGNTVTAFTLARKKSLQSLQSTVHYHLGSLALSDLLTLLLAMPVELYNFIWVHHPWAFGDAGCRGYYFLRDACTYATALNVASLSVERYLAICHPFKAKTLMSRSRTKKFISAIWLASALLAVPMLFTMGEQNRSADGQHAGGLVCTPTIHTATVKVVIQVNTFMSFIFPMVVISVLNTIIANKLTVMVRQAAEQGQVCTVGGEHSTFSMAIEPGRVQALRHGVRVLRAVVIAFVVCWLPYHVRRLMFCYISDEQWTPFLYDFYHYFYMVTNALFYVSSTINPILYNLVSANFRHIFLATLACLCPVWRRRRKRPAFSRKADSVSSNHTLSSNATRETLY
# GPR55 activation = GPR55 agonists via beta-arrestin recruitment, primary screen, imaging, U2OS cells, beta-arrestin-GFP redistribution (AID 1961); G-protein coupled receptor 55 (Homo sapiens); U2OS GPR55 beta-arrestin-GFP redistribution imaging; higher % means a stronger effect; one-dose activation, % at 10 µM; EC50 in µM for titrated hits; 290,000 compounds, 0.048% hits;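 active = activation above 40% with more than 50 cells counted in the well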;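 also: U2OS osteosarcoma cells stably expressing GPR55 and beta-arrestin-GFP; plate controls were DMSO negative control for no effect and LPI positive control for full effect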
# NTR1 agonist cell count 20 µM = second read-out of NTR1 agonist, no call of its own (marks repeat the call); cell count; measured here: cell count, cytotoxicity flag
# An asterisk follows results filed as active; nt = no result given; [ ] = another dose, or the depositor's remark. An excerpt; count on the stated rates, not on these rows.
canonical_smiles	MgcRacGAP inhibition	GPR35 arrestin U2OS	GPR55 antagonists	NOD1 NF-kB reporter	KOR beta-arrestin-1	KOR beta-arrestin-2	UTI89 phage lysis	NTR1 agonist	NTR1 agonist cell count 20 µM	GPR55 activation
O=C(c1cc(F)c(F)c(F)c1F)N1CCN(Cc2ccc3c(c2)OCO3)CC1	7%	-3%	-5%	8%	-12%	-7.9%	0.1%	2.4	95	0.0%
Cc1cnc(CN(C)C(=O)c2ccc3oc(Cc4ccccc4)nc3c2)[nH]1	-3%	3%	-8%	-37%	-15%	8.2%	-0.7%[50 µM]	-0.7	77	-0.1%
CCN(CC)CCn1c(NCc2cccc(OC)c2)nc2ccccc21	4%	4%	7%	5%	nt	nt	0.7%	-0.6	79	0.6%
CCc1nn2c(=O)cc(CSCC(=O)Nc3ccccc3F)nc2s1	9%	16%	1%	-19%	-20%	1.0%	-0.2%	-1.4	70	-0.1%
Cc1ccc2c([N+](=O)[O-])c(C)ccc2n1	5%	-3%	3%	3%	17%	-1.5%	0.4%	0.2	92	-0.1%
Cc1cnn(-c2cc(N/N=C/c3ccccc3F)ncn2)c1	13%	-6%	nt	16%	-15%	8.8%	0.1%	1.6	40	0.3%
O=C(NCC(c1ccco1)N1CCN(c2ccccc2)CC1)OCc1ccccc1 (stereo not given)	8%	18%	6%	22%	-37%	-1.4%	1.2%[50 µM]	2.4	82	0.1%
CC(C)OC(=O)/C(C#N)=C/c1cn(C)c2ccccc12	2%	0%	2%	-16%	24%	3.7%	-0.1%	1.2	53	-0.3%
O=C(Nc1ccc(-c2nc3ccccc3[nH]2)cc1)c1cccc(N2C(=O)CCC2=O)c1	2%	nt	4%	-24%	-6%	5.0%	3.8%	2.4	89	0.2%
COc1cc(C2NC(=O)C(C#N)=C(S)N2c2ccccc2)ccc1OC(C)C (stereo not given)	48%	-12%	1%	-36%	19%	-1.8%	-0.6%	-0.7	47	-0.3%
Cc1ccc(S(=O)(=O)NC(=O)NCc2ccc3c(c2)OCO3)cc1	11%	-6%	16%	nt	-12%	4.4%	0.2%	6.0	80	-0.1%
COC(C[C@@H](O)[C@H](C)[C@H](O)COCc1ccccc1)OC	5%	-13%	6%	9%	25%	2.5%	0.9%	-0.5	54	0.4%
Cc1ccc(-n2nc3c(c2NC(=O)C(C)(C)C)CS(=O)(=O)C3)cc1	11%	1%	5%	-11%	0%	0.0%	0.3%	0.1	48	-0.1%
COc1cccc(C(=O)CSc2nc3cccnc3n2C)c1	2%	0%	-9%	8%	-2%	1.2%	-0.5%	3.0	87	-0.3%
Cc1ccccc1NC(=S)N/N=C/C(C)c1ccccc1 (stereo not given)	-3%	8%	4%	-33%	21%	0.2%	-0.7%	0.7	38	-0.3%
COc1ccccc1C(=O)NNC(=O)C1CCCO1 (stereo not given)	3%	-10%	-9%	-11%	16%	-3.6%	0.4%	-0.9	41	-0.2%
CSc1ccc(/C=C(/NC(=O)c2ccc(C)cc2)C(=O)Nc2cccc(C)c2)cc1	6%	3%	9%	-26%	10%	5.2%	2.2%[50 µM]	4.0	73	-0.3%
O=C(COCc1ccccc1)N[C@@H](Cc1ccc(O)cc1)C(=O)O	9%	-7%	12%	-20%	-15%	-6.6%	0.6%	0.1	49	-0.2%
COC(=O)c1ccc(NC(=O)CCN2CCN(Cc3ccccc3)CC2)cc1	11%	2%	-3%	-32%	-8%	-2.5%	0.1%	2.3	41	-0.3%
COc1ccc(CCNC(=O)CSc2nncs2)cc1	2%	4%	8%	-28%	12%	-4.0%	2.8%	3.0	47	-0.2%
CN(Cc1cn(C)nc1-c1ccccc1F)C1CCOC1 (stereo not given)	-4%	5%	-4%	-31%	-22%[20 µM]	6.8%	0.3%	-0.2	63	-0.1%
O=C(O)c1ccc(CSc2nc(-c3ccc(Cl)cc3)cc(C(F)(F)F)n2)cc1	-3%	-8%	-4%	nt	-45%	-0.1%	0.1%	2.6	45	0.3%
CCOc1cc(CNCCO)cc(Br)c1OCc1ccc(Cl)cc1Cl	13%	14%	12%	9%	-29%	-2.7%	0.5%	6.0	7	-0.2%
Nc1nonc1-n1nnc(C(=O)N/N=C\c2cccc(Cl)c2)c1CN1CCOCC1	8%	4%	0%	-2%	-15%	-1.9%	-0.4%	0.6	43	0.1%
CC1(C)CC(=O)C2=C(C1)NC(Nc1nc3ccccc3o1)=NC2c1ccccn1 (stereo not given)	5%	-1%	-1%	-18%	-19%	0.8%	0.0%	0.6	47	-0.4%
CCC(c1nnnn1CCOC)N1CCN(Cc2ccccc2OC)CC1 (stereo not given)	8%	-3%	-24%	4%	16%	2.0%	0.3%	-0.6	53	-0.1%
Cc1ccc(C(=O)Nc2cccc(C(F)(F)F)c2)cc1Nc1ncnc2nc[nH]c12	7%	5%	3%	-3%	10%	-1.3%	nt	-3.1	90	0.3%
CC(C)(C)c1ccc(C(=O)NC(=S)NNC(=O)c2cccs2)cc1	10%	4%	16%	-61%	3%	1.2%	4.3%	nt	nt	-0.5%
CN1CCN(S(=O)(=O)c2ccc(NC(=S)NC(=O)C(C)(C)C)cc2)CC1	6%	3%	5%	-35%	10%[20 µM]	-2.8%	-0.1%	0.5	89	-0.2%
CN(C)C(=O)C1C2NC(=S)N(c3ccccc3)C1(C)Oc1ccccc12 (stereo not given)	2%	-3%	5%	-29%	10%	-6.8%	0.3%	-0.2	52	0.1%
O=C(CCNC(=O)c1ccccc1Cl)Nc1cc(S(=O)(=O)N2CCOCC2)ccc1N1CCOCC1	11%	9%	-5%	-5%	10%	-4.6%	0.2%	1.5	53	0.0%
COC(=O)c1nn(-c2cccc(C(F)(F)F)c2)c(=O)cc1Sc1ccccn1	12%	7%	2%	-30%	-25%	1.8%	-0.1%	0.1	93	-0.1%
Nc1nonc1-n1nnc(C(=O)N/N=C/c2ccccc2F)c1-c1cccs1	-4%	20%	11%	-9%	-28%	1.4%	-0.1%	1.7	65	-0.1%
COc1cccc(C(=O)OCC(=O)NCCCc2ccccc2)c1	-1%	2%	12%	-5%	12%	-5.1%	-0.2%	-1.2	81	-0.1%
CC(=O)Nc1ccc(NS(=O)(=O)c2ccc3c(c2)NC(=O)CC(=O)N3)cc1	10%	35%	1%	2%	-7%	-2.8%	0.1%	0.5	59	-0.4%
C#Cc1ccc([C@H]2C=C(C(=O)N3CCN(Cc4ccccc4)CC3)O[C@@H](OCC)[C@@H]2CCCO)cc1	4%	-10%	-5%	-5%	-23%	-1.8%	-0.6%	0.2	45	0.2%
Cc1ccc(-n2nc(CN3CCOCC3)c(-c3ccccc3)c2N)c(C)c1	4%	-4%	4%	-10%	37%	1.5%	1.4%[50 µM]	0.4	44	-0.1%
Cc1ccc(-c2nsc(SCC(=O)NCC3CCCO3)n2)cc1 (stereo not given)	8%	3%	8%	-31%	-3%	-1.0%	0.2%	0.4	49	0.5%
COc1ccc(C(C#N)N2CCCCCC2)cc1OC (stereo not given)	5%	19%	10%	4%	-8%	2.6%	4.5%	1.0	63	-0.2%
CN(C(=O)CSc1ncnc2scc(-c3ccccc3)c12)C1CCS(=O)(=O)C1 (stereo not given)	3%	-2%	8%	-19%	-10%	-4.8%	-0.4%	1.3	51	0.2%
COc1ccc(N(C(=O)COc2ccccc2OC)S(=O)(=O)c2ccc(C)cc2)cc1	2%	1%	2%	17%	19%	3.3%	1.0%	5.4	77	0.2%
CCN1C(=NCc2ccco2)N[C@@H](c2cccc(F)c2)C(C(=O)OC)=C1C	-9%	6%	1%	15%	4%[20 µM]	-1.2%	0.5%	0.2	73	0.2%
COc1cc(NC(=O)C(C)Oc2ccccc2)c(OC)cc1NC(=O)c1ccccc1 (stereo not given)	-2%	-7%	15%	-13%	-22%	1.8%	0.2%	7.5	59	-0.1%
CC1CC(Nc2ccccc2)=CC(=O)O1 (stereo not given)	10%	-4%	-5%	28%	-15%	2.3%	0.3%	0.0	46	0.0%
O=C(NCc1ccccc1)C(=O)Nc1nc(C23CC4CC(CC(C4)C2)C3)cs1	-9%	-7%	-7%	89%*	8%	0.8%	0.1%	2.3	78	-0.2%
Cc1cccc(N(Cc2cc3ccc(C)cc3[nH]c2=O)S(=O)(=O)c2ccccc2)c1	14%	-3%	24%	-10%	36%	-1.6%	0.3%	7.7	43	-0.2%
COc1ccc(Oc2c(Cl)cnn(-c3ccc(F)cc3)c2=O)cc1	4%	11%	3%	-12%	9%	-4.1%	0.1%	9.2	52	-0.3%
COc1ccc(NC2c3ccccc3C(=O)N2Cc2ccco2)cc1OC (stereo not given)	25%	-11%	8%	-14%	-27%	-1.8%	-1.6%	-3.8	34	-0.3%
CCC(C)NC(=O)C(Cc1ccccc1)NS(=O)(=O)c1ccc2c(c1)oc(=O)n2C (stereo not given)	-18%	-8%	-3%	0%	-26%	6.3%	0.6%	-0.4	51	-0.2%
Cc1cccc(N2CN(Cc3cccnc3)CNC2=S)c1	4%	2%	-17%	-20%	7%	-1.0%	1.1%[50 µM]	2.2	50	-0.2%
Cc1ccsc1C1C2=C(CC(C)(C)CC2=O)Nc2ncnn21 (stereo not given)	9%	-1%	3%	11%	-6%	0.9%	-0.3%	0.7	90	-0.1%
c1ccc(-c2n[nH]c(-c3ccccn3)n2)cc1	8%	3%	2%	-67%	7%	-4.8%	3.0%[50 µM]	0.6	59	0.0%
COc1ccccc1S(=O)(=O)Cc1ccc(C(=O)NC2CC2)o1	-5%	7%	-9%	-4%	16%	1.2%	0.5%	0.0	56	-0.1%
CO/N=C1\CCn2c1c(C)c1ccccc12	-18%	6%	-10%	4%	0%	-2.0%	-1.1%	0.6	57	0.0%
